Screening results from PubChem BioAssay.
PfHsp40 yeast: compounds rescuing yeast from Plasmodium falciparum HSP40 toxicity | S. cerevisiae expressing PfHsp40, growth rescue, ATP luminescence | growth rescue, % at 12.5 µM | hit rate 0.68% among 340,000 | AID 504582; in the data active means growth rescue above about 28%, passing the limit was not always enough;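 further: yeast W303a lacking pdr1 and pdr3 grown in galactose medium; growth measured after three days at 30 °C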
DUSP3 inh: DUSP3 (human) phosphatase inhibition | P51452 | recombinant VHR phosphatase, pNPP absorbance | inhibition, % at 13.3 µM | hit rate 0.52% among 290,000 | AID 1654; in the data active means inhibition above about 50%; further: some compounds called inactive have numbers as strong as hits
Anthrax LF prot: blocks Bacillus anthracis lethal factor protease | inhibition, % at 10 µM | hit rate 0.12% among 360,000 | P15917 | multiplex microsphere protease cleavage assay, LF; further: plate controls were buffer without enzyme for full effect and enzyme alone for no effect
BH1578 lux ind: inducers of Vibrio cholerae quorum light production without autoinducers; V. cholerae BH1578 lux reporter, luminescence, 6 h; activation, % at 18.7 µM; hit rate 0.16% among 350,000; in the data active means activation mostly above about 9.7%, no sharp cut-off; further: not every result past the cut was called active; inactives centre near 0; reference of the scale not given here
3CLpro inhibitor: SARS-CoV 3CLpro protease inhibition; inhibition, % at 6 µM; hit rate 0.14% among 290,000; P0C6X7; recombinant SARS-CoV 3CLpro, quenched FRET peptide cleavage; in the data active means inhibition above about 12%
BoNT-A LC inh2: inhibitors of Botulinum neurotoxin A light chain protease; multiplex microsphere protease substrate cleavage, flow cytometry; inhibition, % at 10 µM; hit rate 0.17% among 360,000; further: plate controls were buffer without enzyme for full effect and enzyme alone for no effect
Y pestis TopoI: Y. pestis Topo-I inhibition via cleavage products. Y. pestis Topo-I cleavage product accumulation, plate reader. activity, % at 10 µM. hit rate 0.064% among 360,000. AID 504884; in the data active means activity above about 50%, passing the limit was not always enough; further: inactives centre near 2
CCHF vOTU inh: CCHFV vOTU protease inhibition. Pep-AMC fluorescence. inhibition, % at 11.5 µM. hit rate 0.55% among 370,000. AID 651958; in the data active means inhibition above about 30%; further: 0% = vehicle wells with enzyme and 100% = no enzyme wells
TcdB GH inh: blocks C. difficile toxin B glycohydrolase activity. P18177. TcdB glycohydrolase enzymatic assay, plate reader. inhibition, % at 9.99 µM. hit rate 0.24% among 350,000. AID 652162; in the data active means inhibition above about 10%
Target sequence (P18177 whole entry, looked up): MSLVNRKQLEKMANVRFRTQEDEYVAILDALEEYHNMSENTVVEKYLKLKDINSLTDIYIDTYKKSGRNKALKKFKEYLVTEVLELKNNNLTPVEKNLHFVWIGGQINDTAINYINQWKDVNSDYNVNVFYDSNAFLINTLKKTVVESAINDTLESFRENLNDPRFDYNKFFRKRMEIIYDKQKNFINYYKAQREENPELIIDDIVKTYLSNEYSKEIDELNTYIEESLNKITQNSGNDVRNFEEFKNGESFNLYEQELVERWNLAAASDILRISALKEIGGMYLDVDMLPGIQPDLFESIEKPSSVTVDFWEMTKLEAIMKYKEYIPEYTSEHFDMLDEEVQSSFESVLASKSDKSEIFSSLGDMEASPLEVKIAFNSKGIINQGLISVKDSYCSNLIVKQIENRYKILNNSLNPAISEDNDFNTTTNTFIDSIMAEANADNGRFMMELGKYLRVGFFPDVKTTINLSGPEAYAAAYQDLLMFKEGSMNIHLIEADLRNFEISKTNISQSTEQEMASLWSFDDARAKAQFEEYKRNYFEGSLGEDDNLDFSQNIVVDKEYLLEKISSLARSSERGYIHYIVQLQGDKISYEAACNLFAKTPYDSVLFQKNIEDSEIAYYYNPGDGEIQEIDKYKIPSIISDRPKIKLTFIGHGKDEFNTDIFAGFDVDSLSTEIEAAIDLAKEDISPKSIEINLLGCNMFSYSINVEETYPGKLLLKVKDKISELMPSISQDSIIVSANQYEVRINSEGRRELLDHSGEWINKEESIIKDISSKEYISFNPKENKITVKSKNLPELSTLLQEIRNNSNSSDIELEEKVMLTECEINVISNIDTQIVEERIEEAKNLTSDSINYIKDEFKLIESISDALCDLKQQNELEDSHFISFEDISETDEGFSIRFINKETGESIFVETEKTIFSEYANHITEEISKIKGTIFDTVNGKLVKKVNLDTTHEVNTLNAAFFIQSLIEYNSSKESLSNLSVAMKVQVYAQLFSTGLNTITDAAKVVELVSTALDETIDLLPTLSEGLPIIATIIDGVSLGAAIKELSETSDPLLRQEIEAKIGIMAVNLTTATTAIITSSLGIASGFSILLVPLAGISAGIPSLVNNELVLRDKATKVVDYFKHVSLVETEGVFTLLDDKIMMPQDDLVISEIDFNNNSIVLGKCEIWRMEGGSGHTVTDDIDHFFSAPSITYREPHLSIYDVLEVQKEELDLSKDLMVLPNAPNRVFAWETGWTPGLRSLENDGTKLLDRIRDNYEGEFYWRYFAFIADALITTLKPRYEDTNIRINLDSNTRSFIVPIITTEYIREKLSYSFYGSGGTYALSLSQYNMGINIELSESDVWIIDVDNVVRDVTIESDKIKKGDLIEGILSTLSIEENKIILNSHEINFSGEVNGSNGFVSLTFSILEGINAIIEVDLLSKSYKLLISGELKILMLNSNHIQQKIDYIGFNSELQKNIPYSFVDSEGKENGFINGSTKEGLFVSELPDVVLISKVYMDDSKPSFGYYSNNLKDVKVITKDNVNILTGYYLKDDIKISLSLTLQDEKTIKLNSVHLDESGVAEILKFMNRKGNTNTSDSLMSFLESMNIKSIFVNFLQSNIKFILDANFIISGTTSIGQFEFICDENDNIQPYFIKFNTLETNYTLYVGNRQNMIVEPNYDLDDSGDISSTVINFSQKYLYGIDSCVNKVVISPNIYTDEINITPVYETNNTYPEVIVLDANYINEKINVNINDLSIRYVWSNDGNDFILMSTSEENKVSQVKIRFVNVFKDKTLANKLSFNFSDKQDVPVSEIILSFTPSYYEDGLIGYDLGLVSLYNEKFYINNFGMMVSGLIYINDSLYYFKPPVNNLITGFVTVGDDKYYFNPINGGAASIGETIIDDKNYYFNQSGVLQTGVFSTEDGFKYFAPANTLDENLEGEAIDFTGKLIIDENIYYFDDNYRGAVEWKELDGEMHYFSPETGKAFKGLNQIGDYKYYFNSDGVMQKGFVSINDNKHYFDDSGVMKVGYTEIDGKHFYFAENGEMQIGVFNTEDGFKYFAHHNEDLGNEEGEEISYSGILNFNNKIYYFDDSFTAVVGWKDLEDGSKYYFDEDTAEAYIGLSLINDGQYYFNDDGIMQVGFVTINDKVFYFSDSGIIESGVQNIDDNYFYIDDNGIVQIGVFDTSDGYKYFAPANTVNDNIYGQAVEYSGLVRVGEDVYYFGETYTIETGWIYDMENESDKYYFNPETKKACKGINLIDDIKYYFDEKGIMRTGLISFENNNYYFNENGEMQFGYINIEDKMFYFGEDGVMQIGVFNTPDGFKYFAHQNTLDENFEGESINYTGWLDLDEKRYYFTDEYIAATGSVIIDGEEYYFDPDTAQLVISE
PriA SSB inh: inhibitors of Klebsiella pneumoniae PriA binding to SSB C-terminal tail; inhibition, % at 33 µM; hit rate 0.6% among 430,000; AlphaScreen SSBct-PriA binding, biotinylated peptide; in the data active means inhibition mostly above about 37%, no sharp cut-off; inactive means mostly below about 20%;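 further: plate controls were negative control peptide for no effect and reference peptide for full effect; strong numbers were not always called active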
* hit, by the source's call; i = inactive; . = not tested or not shown. Unless noted, no stated cut-off is given here; in the data, active means inhibition above about 30%; inconclusive means no clear call, values can overlap the other calls; inactive means below that.

SMILES	PfHsp40 yeast	DUSP3 inh	Anthrax LF prot	BH1578 lux ind	3CLpro inhibitor	BoNT-A LC inh2	Y pestis TopoI	CCHF vOTU inh	TcdB GH inh	PriA SSB inh
COc1ccc(S(=O)(=O)N(c2onc(C)c2Cl)S(=O)(=O)c2ccc(OC)cc2)cc1	-1.2	7	-2	i	-2	-0.9	3	-2	.	1
CCn1c(=O)c2[nH]c(SC)nc2n(CC)c1=O	.	.	-6	-7.7	.	-0.6	7	6	1.1	.
CCN(CC)C(=O)c1cccc(-c2csc(C(O)c3cccc(OC)c3)n2)c1 (configuration not stated)	.	.	-6	i	.	0.0	15	0	1.0	.
CCCCN(C(=O)Cn1nnc2ccccc21)C(C(=O)NCCOC)c1ccc(OC)cc1OC (configuration not stated)	0.2	13	1	.	.	0.3	-6	13	.	-18
CCCCC[C@H](O)/C=C/[C@@H]1[C@@H](CCCCCCC(=O)O)[C@@H](O)C[C@H]1O	-0.8	1	-10	8.3	3	-0.4	3	.	.	-2
COc1cc(-c2nc3ccccn3c2/N=C/c2cccc(OC)c2O)ccc1O	0.3	1	-1	-0.3	-6	-0.5	-2	-17	1.4	.
COc1ccccc1C(CNC(=O)C1COc2ccccc2O1)N1CCCC1 (configuration not stated)	-0.1	.	0	-6.3	.	0.4	-2	-8	0.8	-6
CC1CC(C)CN(C(=O)/C=C/c2ccc(S(=O)(=O)N3CCOCC3)cc2)C1 (configuration not stated)	2.9	.	-3	-0.6	.	-1.1	12	9	-0.5	0
COc1ccccc1OCC(=O)Nc1ccc(N2CCOCC2)cc1N1CCOCC1	0.3	.	2	i	.	-2.7	2	-6	2.5	10
O=C(CCc1nc(-c2ccc(Cl)cc2)no1)NCc1ccccc1CN1CCOCC1	0.1	.	-8	i	.	0.7	7	-4	0.6	-6
O=P(NCc1ccccc1)(OCc1ccccc1)OCc1ccccc1	0.3	.	-6	-2.3	.	-0.9	47	6	1.6	-7
C=CCN1C(=O)C(CC(=O)Nc2ccccc2)N(Cc2ccccn2)C1=S (configuration not stated)	-0.7	25	3	2.7	-2	-0.4	3	-12	1.0	-13
COc1cccc(-c2nc(N3CC(C)CC(C)C3)c3ccccc3n2)c1O (configuration not stated)	6.3	14	-6	i	-4	-0.5	16	14	.	-2
NC(=O)Cc1ccc(C(=O)c2ccccc2)s1	-0.9	10	-4	-0.2	0	-0.8	5	-3	-0.3	0
CC1(C(=O)NS(=O)(=O)c2ccc(Cl)cc2)CCN1C(=O)Cc1ccc(Cl)cc1Cl (configuration not stated)	.	.	-5	-0.1	.	-0.7	9	5	0.7	.
Cc1cc(Cl)ccc1NC(=O)C1COc2ccccc2O1 (configuration not stated)	3.7	-13	4	-0.9	9	2.0	-1	2	0.8	-32
CC(=O)c1cc(-c2ccc(F)cc2)n(CC(=O)NCc2cccs2)c1C	-0.9	48	0	-1.1	0	-0.6	0	3	.	3
Cc1cccc(CN2CCN(C(=O)CN(C)C(C)C(=O)Nc3ccc(C(N)=O)cc3)CC2)c1 (configuration not stated)	1.1	.	-1	i	.	1.4	7	-4	-0.2	-14
CC(=O)Nc1ccc(S(=O)(=O)Nc2nc3ccccc3s2)cc1	-0.8	11	4	-1.6	1	-0.7	2	-10	.	-8
O=C(CSCc1nc2c(nnn2Cc2ccc(F)cc2)c(=O)[nH]1)Nc1cccc(C(F)(F)F)c1	0.5	19	-6	i	-1	-1.8	-2	-1	-0.2	1
CC(=O)Nc1ccc(SCC(=O)OCC(=O)NC(=O)NCc2ccco2)cc1	-0.7	25	-17	i	8	1.0	-8	-5	.	8
CC1(C)Oc2ccc3ccc(=O)oc3c2C[C@H]1O	7.2	7	-4	-1.2	.	0.2	3	-45	-0.8	.
O=C(Nc1ccccc1N1CCOCC1)c1cc(Br)c(Br)s1	1.1	6	-3	1.1	3	-0.4	5	11	0.9	0
CNC(=O)[C@@H]1CCC(=O)N1	-0.2	.	2	i	.	-0.2	2	-5	0.3	5
CCCn1cc(CN2CCCC(C(=O)c3cccc(OC(C)C)c3)C2)c(C)n1 (configuration not stated)	-1.4	12	0	.	-2	0.2	15	9	-0.5	-12
COc1ccc(C(=O)NCc2ccc3c(c2)cc(C)n3C)cc1OC	-1.5	6	-1	-1.4	1	92*	14	10	-0.3	-1
COc1cccc2c(=O)c3c(oc12)CCCC3	.	.	-9	i	.	-0.6	1	-22	0.4	.
Cc1ccccc1COc1ccc2oc(C)c(C(=O)O)c2c1	0.7	25	-2	-0.1	4	0.3	-10	-1	12*	-3
COc1ccc(C(=O)Nc2ccc(S(=O)(=O)Nc3onc(C)c3C)cc2)c(OC)c1	-0.2	-6	10	-0.7	3	3.7	15	8	-1.1	-7
O=C1c2ccccc2C(=O)N1CCc1csc(-c2cccc(F)c2)n1	-0.5	-6	-4	-12	-3	0.8	20	9	.	-22
COCCNC(=O)C(c1cccc(OC)c1)N(Cc1cccs1)C(=O)Cn1nnc2ccccc21 (configuration not stated)	-0.6	22	-3	i	32*	-0.1	7	9	.	-14
CCn1cc2nc(SCC(=O)Nc3ccccc3F)n(Cc3ccccc3)c(=O)c2n1	0.4	12	-4	1.0	4	-0.2	12	6	1.2	0
OCC[C@@H]1C[C@H](O)[C@@H](O)[C@]2(Cc3ccccc3CO2)O1	-0.2	-18	-6	i	5	-0.6	7	-3	0.2	-6
CCOC(=O)Cn1nc(C)c([N+](=O)[O-])c1C	-0.6	31	-5	-0.3	-3	-0.4	0	2	-0.1	-17
CC/C(=N\O)C(C)(C)/[N+]([O-])=C/c1ccc(Br)cc1	4.2	8	-1	i	1	0.7	5	2	.	.
CNC(=O)COc1cccc(C(=O)NCc2ccccc2)c1	1.9	18	2	-0.3	-1	-1.2	2	-16	.	-5
Cc1ccc(CSCCNC(=O)c2ccc(C)cc2)cc1	.	11	-3	-0.4	2	0.6	-8	11	0.5	-17
CCc1ccccc1Oc1nc(NCc2ccccc2)nc2ccsc12	.	.	-4	-0.4	.	-0.2	22	14	-0.2	.
O=C(NCCCN1CCOCC1)c1[nH]c(C(F)(F)F)nc1-c1ccccc1	.	.	6	.	.	-0.7	.	2	2.9	.
Cc1ccc(OCC(=O)NN=C2C3CC4CC(C3)CC2C4)cc1	0.4	.	-6	-2.6	.	-2.0	-7	-9	-0.6	-1

Only Anthrax LF prot, PriA SSB inh and CCHF vOTU inh, for 5 of the compounds above:
| structure | Anthrax LF prot | PriA SSB inh | CCHF vOTU inh |
| --- | --- | --- | --- |
| O=C1c2ccccc2C(=O)N1CCc1csc(-c2cccc(F)c2)n1 | -4 | -22 | 9 |
| COCCNC(=O)C(c1cccc(OC)c1)N(Cc1cccs1)C(=O)Cn1nnc2ccccc21 (configuration not stated) | -3 | -14 | 9 |
| CCn1cc2nc(SCC(=O)Nc3ccccc3F)n(Cc3ccccc3)c(=O)c2n1 | -4 | 0 | 6 |
| OCC[C@@H]1C[C@H](O)[C@@H](O)[C@]2(Cc3ccccc3CO2)O1 | -6 | -6 | -3 |
| CCOC(=O)Cn1nc(C)c([N+](=O)[O-])c1C | -5 | -17 | 2 |

Next part
SMILES	PfHsp40 yeast	DUSP3 inh	Anthrax LF prot	BH1578 lux ind	3CLpro inhibitor	BoNT-A LC inh2	Y pestis TopoI	CCHF vOTU inh	TcdB GH inh	PriA SSB inh
CCCCCCCSc1cc(OC)c(CCN(C)C)cc1OC	-0.6	6	-6	-0.5	5	-0.4	-8	6	.	49*
CC1CCN(C(c2ccc(N(C)C)cc2)c2nnnn2C(C)(C)C)CC1 (configuration not stated)	0.1	-8	0	-5.0	2	-0.1	9	9	.	7
COCCNS(=O)(=O)c1cc(Br)ccc1OC	-1.5	18	-3	-0.2	-3	-5.0	3	-8	.	-13
CCNC(=O)CC1C(=O)N(c2ccc(F)cc2)C(=S)N1CCc1ccncc1 (configuration not stated)	0.5	12	-9	-0.9	-1	-0.6	2	-26	5.1	-9
O=C(Cc1coc2ccc3ccccc3c12)Nc1nccs1	-1.6	-16	1	.	-6	0.3	10	6	.	-16
COCCNC(=O)C1(C)CCCN(Cc2ccc(-n3ccnc3)cc2)C1 (configuration not stated)	.	.	-3	i	.	0.0	-7	-5	0.7	.
O=C(COC(=O)C1CC(=O)N(Cc2ccccc2)C1)Nc1ccccc1F (configuration not stated)	0.4	21	-1	i	3	-0.4	-4	-9	0.3	-5
Cc1c(Cl)cnc(NC(=O)COC(=O)c2ccc(S(=O)(=O)NCc3ccco3)cc2)c1Cl	0.1	12	1	-0.4	5	1.3	18	-7	-0.4	-6
Cn1nnnc1SCC(=O)NCc1cc([N+](=O)[O-])ccc1O	-2.0	11	-1	-0.9	2	-0.4	6	0	0.8	5
O=C1Nc2cccnc2N(C(=O)CCl)c2ccccc21	-1.6	-7	-11	0.4	3	-4.1	7	-8	1.0	1
CCCOc1ccc(N2CC(C(=O)NC(C)C)CC2=O)cc1 (configuration not stated)	0.5	-6	7	-0.4	5	4.1	-4	-17	.	-9
Cc1ccc2nc(-c3ccc(NC(=O)c4ccco4)cc3)[nH]c2c1	0.0	14	-2	i	-1	-1.3	0	.	3.2	2
COC(C(=O)Nc1cccc(F)c1)c1ccccc1 (configuration not stated)	0.6	-9	5	3.4	-6	-0.1	-2	2	.	-12
CCCCCCCCCC(=O)NNC(=O)c1c(O)c2ccccc2n(CC)c1=O	-0.1	8	-2	-0.1	3	-0.6	7	0	1.7	-16
CCN1C(=O)[C@H]2[C@@H](c3ccc(C)cc3)N[C@]3(CCCN(Cc4ccc(C(F)(F)F)cc4)C3=O)[C@H]2C1=O	.	.	4	-0.2	.	-0.6	9	1	0.2	.
O=C(O)c1ccccc1C1=Nc2ccc(O)cc2Oc2cc(O)ccc21	0.0	39	-1	1.4	5	-0.2	-1	15	.	-2
CCOc1ccc(-n2cc(C(=O)Nc3cccc(OC)c3)c3cc(OC)c(OC)cc3c2=O)cc1	1.4	15	-17	-0.2	-2	-1.2	3	-3	.	7
O=C(Cn1ncc2c(=O)oc3ccccc3c21)N(Cc1ccco1)C1CCCCC1	-0.6	-12	-3	i	1	-0.2	3	-4	-0.1	-13
CC(=O)Nc1sc(C)c(C)c1C(=O)OC(C)C	-0.3	-1	2	0.6	0	0.2	-4	7	.	-14
O=C(c1ccc2oc(Cc3ccc(Cl)cc3)nc2c1)N1CCCCC1CCO (configuration not stated)	1.5	11	2	-1.3	-2	1.0	17	-15	-1.1	-14
Cc1nn(C)cc1C(C(=O)NC1CCCCC1)N(Cc1ccc(F)cc1)C(=O)c1cnccn1 (configuration not stated)	-0.2	-8	-5	-0.3	4	-1.9	0	1	1.8	-8
CN(N=C(c1ccccc1)c1ccccc1)c1ccccc1	1.5	.	-3	i	.	-0.3	17	0	0.1	4
COc1ccc(CNC(=O)N[C@@H](CC(C)C)C(=O)O)cc1OC	-1.4	34	-2	i	0	-1.3	2	-8	0.6	1
CCCOc1ccc(/C=C/C(=O)Nc2ccc([N+](=O)[O-])cc2)cc1	1.1	19	1	-6.7	0	3.6	0	-3	.	-10
CCOc1cc2c(cc1OCC)-n1cccc1C(c1cccc(F)c1)NC2 (configuration not stated)	-0.6	-13	-3	-0.1	1	2.3	0	-9	1.2	23
CCN(C(=O)CSc1nccc(=O)[nH]1)c1cccc2ccccc12	-0.5	.	-7	0.0	.	-0.1	4	9	0.2	-4
COc1ccc(C)cc1NC(=O)c1ccc(S(=O)(=O)N2CCCCC2)cc1	4.4	-5	3	-0.3	-3	0.0	10	-1	0.6	-13
Cc1csc2nc(CNC(=O)c3ccco3)cn12	-0.2	3	2	-0.2	0	0.3	5	-5	.	5
COc1ccc(-c2[nH]ncc2CN2CCCO2)c(F)c1	1.3	35	8	-0.8	0	-0.7	10	-18	0.6	12

An excerpt (hit frequency here may not be typical).
